aSyn UTR inh – MLPCN primary screen, SNCA 5' untranslated region. inhibition, % (tested at 7.5 µM). alpha-synuclein 5'UTR reporter, inhibitor activity. AID 1813, 2009. 0.82% of 300,000 active; in the data active = inhibition above about 60%;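 note: H4 neuroglioblastoma cells stably carrying SNCA 5'UTR luciferase fusion; 0% = DMSO wells and 100% = positive control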
HSP90 inh – HSP90 inhibitors, primary screen, cell lysate, luminescence. Rabbit reticulocyte lysate, luciferase refolding luminescence, 3 h. 0.91% of 290,000 active. inhibition, % at 5.6 µM;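 active = inhibition above the screen-wide mean plus 3 SD, computed separately per campaign, cut at about 16% in these data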;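 note: 0% = DMSO wells and 100% = 60 µM geldanamycin wells; inhibitors lower the luminescence because luciferase stays unfolded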
KLF5 inh – KLF5 expression inhibitors, primary screen, DLD-1 cells, luminescence; 0.23% of 290,000 active; inhibition, % at 5 µM; AID 1700, 2009; DLD-1 KLF5 promoter-luciferase reporter;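 active = inhibition above a per-plate limit of that plate's mean compound inhibition plus 3 SD, cut at about 60% in these data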;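 note: 0% = DMSO wells and 100% = LY294002 at 200 µM; higher means less KLF5 promoter-driven luciferase light; inactives centre near -14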
HIF activator – HIF pathway transcriptional activators, primary screen, cell-based, U2OS HRE-luciferase, luminescence | U2OS HRE-luciferase reporter; normalized: DMSO 0%, desferrioxamine 100% | activation, % at 7.5 µM (by protocol) | 0.32% of 300,000 active | AID 1910, 2009;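 active = mean activation of at least 10% of the iron chelator positive control signal, with at least half of replicates also reaching 10%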
HSF-1 act – HSF-1 activators, primary screen, NIH3T3-HGL cells, MG132 stress, luminescence, single point | activation, % at 9 µM | NIH3T3-HGL HSF-1 luciferase reporter, 8 h; 100% = twice DMSO control signal | 1.7% of 300,000 active | AID 504408, 2011;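 active = mean replicate activation of at least 50% with a set share of replicates each reaching 50%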;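 note: 0% = median of the neutral control wells and 100% = twice that signal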
HSF1 inh – HSF1 inhibitors in luciferase reporter cells, primary screen, cell-based, NIH3T3, luminescence; NIH3T3-HGL HSE-luciferase, MG132-induced, luminescence 8 h; stronger effect = lower value; AID 2098, 2009; 0.77% of 300,000 active; activity change, negative = inhibition, % at 7.5 µM (by protocol);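 active = more than half of replicate wells show activity change below -50%, luminescence cut by over half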;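 note: luciferase reports HSF-1 transcriptional activity via heat shock element; 0% = median of DMSO wells and -100% = zero luminescence signal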
IEC-6 cytotox – cytotoxicity in IEC-6 intestinal epithelial cells, primary screen, cytotoxicity control for KLF5 inhibitor project, cell-based, luminescence. IEC-6 cytotoxicity, luminescence viability. inhibition, % at 5 µM. 0.78% of 290,000 active; in the data active = inhibition above about 22%;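 note: 0% = plate median of test compound wells and 100% = cytotoxic reference compound wells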
GSK3B inh – human GSK3beta kinase inhibitors, primary screen, biochemical, cell-free homogeneous, HTS | GST-GSK3beta kinase, ADP-Glo luminescence, 60 min; stronger effect = lower value | 0.038% of 300,000 active | AID 2097, 2009 | activity score (negative = inhibition), % at 10 µM;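 active = more than half of replicate wells score below -50%, meaning over 50% inhibition versus plate controls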;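 note: 0% = median DMSO wells and -100% = median GW8510 positive control wells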
Target sequence (P49841 whole entry, looked up): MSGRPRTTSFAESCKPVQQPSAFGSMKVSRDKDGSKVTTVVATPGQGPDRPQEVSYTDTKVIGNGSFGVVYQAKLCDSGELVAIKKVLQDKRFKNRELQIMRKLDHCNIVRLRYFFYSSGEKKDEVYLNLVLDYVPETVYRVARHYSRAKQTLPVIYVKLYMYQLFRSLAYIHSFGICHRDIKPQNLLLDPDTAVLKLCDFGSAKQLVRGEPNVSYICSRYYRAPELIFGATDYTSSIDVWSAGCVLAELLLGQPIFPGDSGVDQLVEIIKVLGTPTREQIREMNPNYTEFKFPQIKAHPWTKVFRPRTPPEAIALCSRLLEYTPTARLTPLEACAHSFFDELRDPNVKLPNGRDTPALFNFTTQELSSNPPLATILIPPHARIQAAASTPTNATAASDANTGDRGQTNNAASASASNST
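test system = GST-tagged human GSK3beta kinase, cell-free | reagent = 25 µM ATP with peptide substrate | dosing = one dose of 10 µM per compound | schedule = 60 min reaction, RT | detection = luminescent ADP-Glo measurement of ADP formed | control set = DMSO neutral wells and GW8510 at 20 µM as positive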
AI-2 QS mod – Vibrio harveyi AI-2 quorum sensing modulators, primary screen, JMH597 strain, luminescence/OD600 ratio; Vibrio harveyi JMH597 AI-2 luminescence/OD600 ratio, 9 h; stronger effect = lower value; strain lacks LuxN and CqsS sensors; 0 = neutral-control median; 0.4% of 300,000 active; activity change, % at 7.5 µM; in the data active = activity change below about -75%, passing the limit was not always enough;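 note: luminescence divided by OD600 gain over 9 h not by final OD600 alone; inactives centre near 13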
GSK3 alpha inh – blockers of GSK3A enzyme activity – biochemical, luminescence, cell-free homogeneous, HTS, primary screen | inhibition, % at 10 µM | GSK-3 alpha kinase, ADP-Glo luminescence, 60 min | Glycogen synthase kinase-3 alpha (Homo sapiens), P49840 | 0.1% of 320,000 active;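 in the data active = inhibition above about 50%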;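 note: GST-tagged GSK-3 alpha with peptide substrate and 25 µM ATP; 0% = DMSO neutral wells and 100% = GW8510 positive control wells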
Target sequence (P49840 whole entry, looked up): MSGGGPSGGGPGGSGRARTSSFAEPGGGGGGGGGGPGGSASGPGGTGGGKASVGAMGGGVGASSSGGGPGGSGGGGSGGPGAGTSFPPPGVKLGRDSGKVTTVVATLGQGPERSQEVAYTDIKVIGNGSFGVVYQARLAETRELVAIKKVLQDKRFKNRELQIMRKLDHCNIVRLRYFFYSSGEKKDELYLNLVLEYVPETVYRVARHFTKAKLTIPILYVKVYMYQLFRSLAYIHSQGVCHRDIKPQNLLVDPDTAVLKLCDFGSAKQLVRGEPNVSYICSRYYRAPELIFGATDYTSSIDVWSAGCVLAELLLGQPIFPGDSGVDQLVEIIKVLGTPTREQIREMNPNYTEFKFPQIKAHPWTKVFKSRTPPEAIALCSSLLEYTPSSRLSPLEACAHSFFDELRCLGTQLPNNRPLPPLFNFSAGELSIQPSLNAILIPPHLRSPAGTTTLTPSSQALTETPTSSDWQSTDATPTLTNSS
An asterisk follows results filed as active.

For CN1C(C(=O)NCCc2cccs2)CC2Cn3c(nc4cc(Cl)c(Cl)cc43)C21 (centres undefined) the results were aSyn UTR inh 9, HIF activator 0.8, HSF-1 act 4, HSF1 inh 2, GSK3B inh -2, AI-2 QS mod 8 and GSK3 alpha inh -2.
Cc1ccc[n+](CC(=O)c2ccc(Br)cc2)c1C was read as aSyn UTR inh -4, HSP90 inh 4, KLF5 inh -10, HIF activator -14, HSF-1 act 9, HSF1 inh 8, IEC-6 cytotox 6, GSK3B inh 2, AI-2 QS mod 34 and GSK3 alpha inh 2.
`Cc1occc1C(=O)Nc1nnc(C2CCCCC2)s1` gave HSP90 inh 0, KLF5 inh -21, IEC-6 cytotox 3, GSK3B inh -4, AI-2 QS mod 21 and GSK3 alpha inh -2.
`COC(=O)C1=C(C)OC(N)=C(C#N)C1c1c(C)nn(-c2ccccc2)c1Cl` (centres undefined) gave aSyn UTR inh 8, HSP90 inh 3, KLF5 inh -3, HIF activator -0.6, HSF-1 act 5, HSF1 inh 13, IEC-6 cytotox 1, GSK3B inh 2, AI-2 QS mod 13 and GSK3 alpha inh 0.
For O=C(CNCC1CCCO1)Nc1ccc(N2CCCCCC2)cc1 (centres undefined) the results were aSyn UTR inh -31, HSP90 inh -1, KLF5 inh -24, HIF activator 0.0, HSF-1 act 7, HSF1 inh 3, IEC-6 cytotox 0, GSK3B inh -2, AI-2 QS mod -16 and GSK3 alpha inh -2.
`CSc1nc2c(c(=O)[nH]c(=O)n2C)n1CCCc1ccccc1` gave aSyn UTR inh 32, HSP90 inh -1, KLF5 inh -31, HIF activator -2.0, HSF-1 act 2, HSF1 inh -2, IEC-6 cytotox 1, GSK3B inh -1, AI-2 QS mod 14 and GSK3 alpha inh -1.
Screening CCOC(=O)/C(C#N)=C/c1c(N2CCN(c3ccc(OC)cc3)CC2)nc2c(C)cccn2c1=O returned aSyn UTR inh 0, HSP90 inh 12, KLF5 inh -29, HIF activator -1.7, HSF-1 act 2, HSF1 inh -8, IEC-6 cytotox 2, GSK3B inh -1, AI-2 QS mod 6 and GSK3 alpha inh 0.
CCOC(=O)N1CCN(C(=O)c2ccc(Cl)nc2)CC1 was read as aSyn UTR inh 8, HSP90 inh 11, KLF5 inh -7, HIF activator -0.3, HSF-1 act 24, HSF1 inh 17, IEC-6 cytotox 6, GSK3B inh 1, AI-2 QS mod -15 and GSK3 alpha inh 0.
`O=C1/C(=C/c2ccc(O)c(O)c2)SC(=S)N1Nc1ccccc1` gave aSyn UTR inh -146, HSP90 inh -4, KLF5 inh -38, HIF activator 0.5, HSF-1 act 27, HSF1 inh 7, IEC-6 cytotox -1, GSK3B inh -2 and AI-2 QS mod 37.
For O=C(NC1CCCCCC1)c1ccc2nc3cc(Cl)ccc3c(=O)n2c1 the results were aSyn UTR inh -3, HSP90 inh 0, KLF5 inh -12, HIF activator -0.3, HSF-1 act 12, HSF1 inh -3, IEC-6 cytotox 4, GSK3B inh -3, AI-2 QS mod 7 and GSK3 alpha inh -1.
For CCc1ccccc1N/C(=N\S(=O)(=O)c1ccccc1)C(F)(F)F the results were aSyn UTR inh 4, HSP90 inh 1, KLF5 inh -23, HIF activator -0.1, HSF-1 act 12, HSF1 inh 0, IEC-6 cytotox 4, GSK3B inh 17, AI-2 QS mod 19 and GSK3 alpha inh -3.
CCc1occc(=O)c1Oc1cc(NN2CCCCC2)c([N+](=O)[O-])cc1[N+](=O)[O-] was read as aSyn UTR inh -21, HSP90 inh -3, KLF5 inh -20, HIF activator -1.1, HSF-1 act 13, HSF1 inh -2, IEC-6 cytotox -3, GSK3B inh -16, AI-2 QS mod 10 and GSK3 alpha inh 19.

Grouped by structure: the compounds so far with a cyano group
`COC(=O)C1=C(C)OC(N)=C(C#N)C1c1c(C)nn(-c2ccccc2)c1Cl` (centres undefined) gave aSyn UTR inh 8, HSP90 inh 3, KLF5 inh -3, HIF activator -0.6, HSF-1 act 5, HSF1 inh 13, IEC-6 cytotox 1, GSK3B inh 2, AI-2 QS mod 13 and GSK3 alpha inh 0.
Screening CCOC(=O)/C(C#N)=C/c1c(N2CCN(c3ccc(OC)cc3)CC2)nc2c(C)cccn2c1=O returned aSyn UTR inh 0, HSP90 inh 12, KLF5 inh -29, HIF activator -1.7, HSF-1 act 2, HSF1 inh -8, IEC-6 cytotox 2, GSK3B inh -1, AI-2 QS mod 6 and GSK3 alpha inh 0.

Additional records
Screening N#CC1=C(N2CCCCC2)c2cc3c(n2C1=O)CCCC3 returned aSyn UTR inh 27, HSP90 inh 3, KLF5 inh -3, HIF activator 0.0, HSF-1 act -20, HSF1 inh -16, IEC-6 cytotox 8, GSK3B inh -3, AI-2 QS mod 15 and GSK3 alpha inh 9.
`Cc1nc(-c2ccc([N+](=O)[O-])cc2)sc1C(=O)O` gave aSyn UTR inh -16, HSP90 inh 18*, KLF5 inh -30, HIF activator 0.4, HSF-1 act -3, HSF1 inh 6, IEC-6 cytotox 8, GSK3B inh 1, AI-2 QS mod -31 and GSK3 alpha inh 1.
Screening O=C(Nc1ccc(-c2nc3ncccc3o2)cc1)c1ccc([N+](=O)[O-])o1 returned aSyn UTR inh 100*, HSP90 inh 2, KLF5 inh 14, HIF activator 0.3, HSF-1 act 151*, HSF1 inh 104, IEC-6 cytotox 80*, GSK3B inh 3, AI-2 QS mod 21 and GSK3 alpha inh 0.
Screening Cc1ccc(S(=O)(=O)C/N=C(/NC(=S)N(c2ccccc2)c2ccccc2)c2ccccc2)cc1 returned aSyn UTR inh -25, HSP90 inh -2, KLF5 inh -42, HIF activator 0.0, HSF-1 act 7, HSF1 inh 6, IEC-6 cytotox -3, GSK3B inh 0, AI-2 QS mod 25 and GSK3 alpha inh -5.
For COc1ccc(NC(=O)CSc2nnc(NC(=O)c3ccco3)s2)cc1OC the results were aSyn UTR inh -4, HSP90 inh 0, KLF5 inh -30, HIF activator 0.7, HSF-1 act 1, HSF1 inh 7, IEC-6 cytotox -2, GSK3B inh 2, AI-2 QS mod 7 and GSK3 alpha inh -3.
`Cn1c(=NC(=O)CSCC(=O)N2CCOCC2)sc2ccccc21` gave aSyn UTR inh 18, HSP90 inh 3, KLF5 inh -27, HIF activator 0.0, HSF-1 act 3, HSF1 inh -6, IEC-6 cytotox -1, GSK3B inh 0, AI-2 QS mod 11 and GSK3 alpha inh 0.
Screening Cc1ccc(N(CC(=O)Nc2cc(Cl)ccc2Oc2ccccc2)S(C)(=O)=O)c(C)c1 returned aSyn UTR inh -8, HSP90 inh 3, KLF5 inh -34, HIF activator -0.1, HSF-1 act 15, HSF1 inh 15, IEC-6 cytotox -3, GSK3B inh 0, AI-2 QS mod 17 and GSK3 alpha inh -5.
COc1ccc(C2Nc3ccccc3NC3=C2C(=O)CC(C)(C)C3)cc1O (centres undefined) was read as aSyn UTR inh 4, HSP90 inh -3, KLF5 inh -9, HIF activator -0.7, HSF-1 act -18, HSF1 inh -6, IEC-6 cytotox 0, GSK3B inh 1, AI-2 QS mod 15 and GSK3 alpha inh -2.
`CCCCCn1c(=O)c2ccccc2n2c(=S)[nH]nc12` gave aSyn UTR inh -1, HSP90 inh 3, KLF5 inh -13, HIF activator 0.7, HSF-1 act -7, HSF1 inh 2, IEC-6 cytotox 6, GSK3B inh -1, AI-2 QS mod 19 and GSK3 alpha inh -1.
For COc1ccc(OCC(=O)N2CCCC(CO)(CCOc3ccccc3)C2)cc1 (centres undefined) the results were aSyn UTR inh 19, HSP90 inh -1, KLF5 inh -32, HIF activator -0.4, HSF-1 act 3, HSF1 inh 3, IEC-6 cytotox -9, GSK3B inh -2, AI-2 QS mod 40 and GSK3 alpha inh 1.
For CC(=O)N1CCC(N(CCN2CCOCC2)C(=S)Nc2cc(C)cc(C)c2)CC1 the results were aSyn UTR inh -13, HSP90 inh 1, KLF5 inh -22, HIF activator 0.5, HSF-1 act -6, HSF1 inh -5, IEC-6 cytotox -2, GSK3B inh 1, AI-2 QS mod -15 and GSK3 alpha inh -2.
For Nc1c(NCCc2ccccc2)c2ccccc2oc1=O the results were aSyn UTR inh -33, HSP90 inh -4, KLF5 inh -48, HIF activator 2.3, HSF-1 act -3, HSF1 inh 3, IEC-6 cytotox 2, GSK3B inh 2, AI-2 QS mod 19 and GSK3 alpha inh -3.
CC(C)(C)C(=O)/C=c1\[nH]c(=O)/c(=C\c2ccc(C#N)cc2)s1 was read as aSyn UTR inh 2, HSP90 inh 1, KLF5 inh 11, HIF activator 0.0, HSF-1 act 7, HSF1 inh 3, IEC-6 cytotox 2, GSK3B inh 0, AI-2 QS mod 14 and GSK3 alpha inh -5.
CN(C)c1cnn(-c2ccccc2)c(=O)c1Cl was read as aSyn UTR inh -58, HSP90 inh -2, KLF5 inh -46, HIF activator 1.7, HSF-1 act 1, HSF1 inh 0, IEC-6 cytotox -3, GSK3B inh 2, AI-2 QS mod 15 and GSK3 alpha inh -1.
For COC(=O)c1ccc(-c2nn(C)c(=O)c3ccccc23)cc1 the results were aSyn UTR inh 16, HSP90 inh -2, KLF5 inh 10, HIF activator -0.3, HSF-1 act 8, HSF1 inh 1, IEC-6 cytotox 0, GSK3B inh 1, AI-2 QS mod 17 and GSK3 alpha inh -1.
Screening CCOc1cccc(CNCCO)c1OCc1ccc(Cl)cc1Cl returned aSyn UTR inh 3, HSP90 inh 3, KLF5 inh 16, HIF activator -0.3, HSF-1 act 15, HSF1 inh 11, IEC-6 cytotox 0, GSK3B inh 1, AI-2 QS mod 11 and GSK3 alpha inh 1.
`Cc1ccccc1-c1nc(CN2CCCC2c2ccc(F)cc2)c(C)o1` (centres undefined) gave aSyn UTR inh -8, HSP90 inh 2, KLF5 inh 9, HIF activator 0.2, HSF-1 act -1, HSF1 inh 2, IEC-6 cytotox 3, GSK3B inh 1, AI-2 QS mod 17 and GSK3 alpha inh 1.
COCCN(Cc1ccccc1)C(=O)C1CCN(S(=O)(=O)c2ccc(OC)c(OC)c2)CC1 was read as aSyn UTR inh 14, HIF activator 0.1, HSF-1 act -2, HSF1 inh -4, GSK3B inh 1, AI-2 QS mod 12 and GSK3 alpha inh 0.
COc1ccc(-c2c(C#N)c(N)n(N)c(=O)c2C#N)cc1Cl was read as aSyn UTR inh -3, HSP90 inh 1, KLF5 inh -8, HIF activator 0.3, HSF-1 act 5, HSF1 inh -8, IEC-6 cytotox 2, GSK3B inh 2, AI-2 QS mod 38 and GSK3 alpha inh 24.
`COc1ccc(C2(CNC(=O)c3ccccc3)CCOCC2)cc1` gave HSP90 inh 5, KLF5 inh 4, IEC-6 cytotox 7, GSK3B inh -1, AI-2 QS mod 18 and GSK3 alpha inh -1.
